HEK293 tox – Cytotoxic Profiling in HEK 293 Cell Line of Diverse Libraries Using Quantitative High-Throughput Screening; AID 1345083, 2018; HEK 293 viability, ATP luminescence (CellTiter-Glo), 48-72 h; actives 6.6% (n = 94,000); Potency, µM (titrated, usually from 115 µM), for the others: at the highest dose activity change, negative = cytotoxicity, usual class: inhibitors; further: potency means the concentration at half of the fitted maximal effect; nearly all actives have a fitted effect of over 60% in size
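Pintool-delivered compounds were incubated with HEK 293 cells (250 cells/well) at 37 degree Celsius for 48 or 72 hr. ATP-dependent luminescence (CellTiter-Glo) then reported remaining viable cells.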
FLuc inh – Firefly luciferase inhibition profiling of diverse chemical library using quantitative high-throughput screening. Luciferin 4-monooxygenase (Photinus pyralis), P08659. purified P. pyralis luciferase, luminescence, biochemical. Potency, µM (top dose mostly 115 µM), for the others: at the top dose activity change, negative = inhibition, usual class: inhibitors. actives 2.5% (n = 76,000); further: potency means the concentration at half of the fitted maximal effect; nearly all actives have a fitted effect of over 65% in size
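Luminescence read by CCD imager after adding enzyme (10nM final) to wells holding compound, titrated in qHTS. Substrates 10uM each D-luciferin and ATP; buffer 50mM Tris acetate pH 7.5, 10mM Mg acetate, Tween-20, BSA.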
GPT2 inh – Primary qHTS assay for inhibitors of Glutamate pyruvate transaminase 2 (GPT2); Potency, µM (doses to about 57.7 µM), inactives show top-dose activity change, negative = inhibition, hits mostly inhibitors; Alanine aminotransferase 2 (Homo sapiens), Q8TD30; actives 0.25% (n = 100,000); Recombinant GPT2, coupled pyruvate oxidase/HRP Amplex Red fluorescence; further: potency means the concentration at half of the fitted maximal effect; nearly all actives have a fitted effect of over 60% in size; many of its hits are not listed in these tables
Target sequence (Q8TD30 whole entry, looked up): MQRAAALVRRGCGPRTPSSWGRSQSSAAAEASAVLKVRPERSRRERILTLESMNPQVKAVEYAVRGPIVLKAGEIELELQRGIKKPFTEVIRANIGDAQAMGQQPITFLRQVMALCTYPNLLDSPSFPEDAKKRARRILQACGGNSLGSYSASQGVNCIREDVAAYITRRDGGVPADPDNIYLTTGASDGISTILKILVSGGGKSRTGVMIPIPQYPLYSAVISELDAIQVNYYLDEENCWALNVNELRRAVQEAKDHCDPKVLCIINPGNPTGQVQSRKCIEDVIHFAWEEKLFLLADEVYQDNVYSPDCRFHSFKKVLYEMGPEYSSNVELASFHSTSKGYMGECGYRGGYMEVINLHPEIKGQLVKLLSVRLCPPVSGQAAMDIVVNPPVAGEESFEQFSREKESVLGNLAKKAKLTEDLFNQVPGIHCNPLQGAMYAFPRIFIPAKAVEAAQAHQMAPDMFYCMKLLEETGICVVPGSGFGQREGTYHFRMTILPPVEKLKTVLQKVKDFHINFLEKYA
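Fluorescence read-out: pyruvate from GPT2 turnover coupled to pyruvate oxidase, HRP and Amplex Red (0.2mM ThPP, 0.2U/mL PO and HRP, 50uM Amplex final). Substrates 250uM a-KG, 2mM L-alanine; enzyme 10ng/uL; 30 min RT.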
IP6K1 inhibitor – Primary qHTS assay for small molecule inhibitors of Inositol hexaphosphate kinase 1 (IP6K1); activity change, % (series mostly up to about 58 µM); AID 1645851, 2021; actives 0.81% (n = 140,000); IP6K1 kinase, ADP-Glo luminescence, 2 h; active compounds read low; Inositol hexakisphosphate kinase 1 (Homo sapiens), Q92551; in the data active means activity change below about -25%
Target sequence (Q92551 whole entry, looked up): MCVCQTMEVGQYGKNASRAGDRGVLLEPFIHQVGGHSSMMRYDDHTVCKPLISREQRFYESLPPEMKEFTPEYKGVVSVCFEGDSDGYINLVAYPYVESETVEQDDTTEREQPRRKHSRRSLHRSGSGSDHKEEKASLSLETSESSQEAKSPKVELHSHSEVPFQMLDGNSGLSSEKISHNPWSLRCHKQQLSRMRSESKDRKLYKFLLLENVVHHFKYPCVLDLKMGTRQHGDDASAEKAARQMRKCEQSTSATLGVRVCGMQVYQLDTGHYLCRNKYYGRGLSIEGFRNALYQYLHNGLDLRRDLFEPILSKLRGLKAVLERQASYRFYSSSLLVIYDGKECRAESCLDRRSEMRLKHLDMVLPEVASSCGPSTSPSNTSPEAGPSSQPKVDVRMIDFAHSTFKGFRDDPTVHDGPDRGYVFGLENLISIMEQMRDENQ
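ADP-Glo luminescence measures ADP made by human IP6K1 during a 2 h RT reaction with ATP/IP6 (mix at 1.3 mM/130 uM); top library doses 57.5 and 19.1 uM final.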
SNCA expr inh – Primary qHTS assay for inhibitors of alpha-synuclein gene (SNCA) expression | HEK-293 SNCA-luciferase knock-in, luminescence, 24 h | Potency, µM (titrated, usually from 57.2 µM), without a hit: top-dose activity change, negative = inhibition, actives largely listed as inhibitors | actives 0.17% (n = 140,000);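 further: potency means the concentration at half of the fitted maximal effect; plate controls were DMSO cells for no effect and cell-free wells for full effect; nearly all actives have a fitted effect of over 45% in size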
SNCA viab count – GF-AFC viability counterscreen for inhibitors of alpha-synuclein gene (SNCA) expression; HEK-293-SNCA-luc viability, GF-AFC fluorescence, 24 h; Potency, µM (doses to about 57.1 µM), for inactives: at the top dose activity change, negative = cytotoxicity, usual class: cytotoxic; actives 0.12% (n = 150,000); AID 1671193, 2021;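 further: potency means the concentration at half of the fitted maximal effect; 0% = DMSO-treated cells and -100% = medium-only wells without cells; nearly all actives have a fitted effect of over 30% in size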
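HEK-293-SNCA-luc cells (1500/well) plated 24 h, then exposed 24 h to a dilution series; GF-AFC added 30 min at 37C, fluorescence 405/540 nm; normalised to medium-only and DMSO wells, Hill fit.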
NIH3T3 tox – Cytotoxic Profiling in NIH 3T3 Cell Line of Diverse Libraries Using Quantitative High-Throughput Screening | NIH 3T3 viability, CellTiter-Glo ATP luminescence, 48-72 h | Potency, µM (highest dose often 96.7 µM), inactives show at the highest dose activity change, negative = cytotoxicity, usual class: inhibitors | actives 4.3% (n = 94,000) | AID 1345082, 2018; further: potency means the concentration at half of the fitted maximal effect; nearly all actives have a fitted effect of over 55% in size
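Cytotoxicity is measured as loss of cellular ATP: NIH 3T3 cells (400/well) are exposed to compound for 48 or 72 hr at 37 °C, then CellTiter-Glo luminescence is imaged after 10 min at room temperature.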
* hit, by the source's call; i = inactive; u = inconclusive; x = not tested or not shown; [ ] = another dose, or the depositor's remark. Unless noted, the call rests on the fitted dose curve; in most records, active means well fitted curve in the direction sought with a large enough effect; inconclusive means small, poorly fitted or top-dose-only effect, or another doubt; inactive means no such curve, though single readings can be large; an effect the other way counts as inactive or inconclusive. Unless noted, on the % scale 0 is the no-effect control and ±100 the full control effect.

Screens in order: NIH3T3 tox | HEK293 tox | SNCA viab count | GPT2 inh | SNCA expr inh | IP6K1 inhibitor | FLuc inh
CCCCn1c(=O)c2oc3ccccc3c2n(CC(=O)Nc2ccc(CC)cc2)c1=O
    x | x | 2% | x | 21% | -1 | x
O=C(C1CCCN(c2cn[nH]c(=O)c2)C1)N1CCN(c2ccccn2)CC1 (centres undefined)
    -7% | 4% | 8% | i | -18% | 22 | -1%
CCNC(=O)[C@@H]1C[C@H](NC(=O)c2ccc(CO)o2)CN1Cc1nccs1
    -2% | -12% | 5% | -7% | 5% | 8 | 6%
O=C(Cc1ccc(F)cc1)N1CCN(c2ccc3nnc(C4CC4)n3n2)CC1
    u | -27% | x | x | x | -2 | x
O=C1Nc2ccc(-c3cccc(C(F)(F)F)c3)cc2C(=O)N2CCN(C(=O)[C@@H]3CSCN3)C[C@H]12
    u | u | -4% | -7% | 7% | -5 | -10%
COc1ccc(CNS(=O)(=O)c2ccc3c(c2)C(C)(C)C(=O)N3C)cc1OC
    x | x | -3% | x | -2% | -9 | x
CCOCCCNC(=O)c1ccc2c(=O)n(CCc3ccccc3)c(=O)[nH]c2c1
    x | x | -2% | x | 39% | -7 | x
Cn1nc(C(=O)N2CCC(OCCOc3ccccc3)CC2)c2ccccc21
    u | u | -4%[12.5 µM] | i | 153%[activator] | 0 | 40µM*
CCn1c(=O)c2cc(C(=O)N(CCN(C)C)Cc3ccccc3)sc2c2ccccc21
    x | x | 5% | x | -2% | 12 | x
COC(=O)C1=C(C)N=C2SC=C(CC(=O)N3CCOCC3)N2C1c1ccc(OC)cc1OC (centres undefined)
    4% | -9% | -1% | i | -19% | 11 | -5%
Cc1nn2c(c1-c1ccccc1C(C)C)N(C(=O)c1ccn(C)n1)CCC2
    u | 1%[172 µM] | 2%[87.6 µM] | u | -29%[87.6 µM] | 10 | -1%[172 µM]
O=C(N1CCCCC1)N1CCCC(c2nnc3n2CCNC3)C1 (centres undefined)
    i | i | -21% | -22% | 25% | 10 | x
Cc1cccc(C(=O)Nc2ccc(N3CCC(CCN4CCOCC4)CC3)c(C(=O)O)c2)c1
    x | x | 0% | x | u | -11 | x
CCOC(=O)C1(C)C=C(Nc2ccc(Br)cc2)C(=O)N1c1ccccc1 (centres undefined)
    x | x | 16% | x | -3% | 19 | x
COc1ccc(NC(=O)c2c(NCc3sccc3C)sc3c2CCCC3)c(OC)c1
    x | x | -29% | x | 5% | -12 | x
COc1ccc(-n2ccnc2-c2cc3n(n2)CCCNC3)c(OC)c1
    -15% | 1% | -9% | -3% | -30% | 10 | -5%
O=C(Nc1ccccc1)N1CCC(N2CC3CCCN3C2=O)CC1 (centres undefined)
    -18%[138 µM] | 0%[172 µM] | 12%[87.6 µM] | -4%[88.5 µM] | 0%[87.6 µM] | 14 | -19%[172 µM]
COc1cc(OC)c(C(=O)N[C@H]2COC[C@H]2Cc2cc(C)no2)cc1OC
    -18% | -28% | 12% | -8%[11.5 µM] | -19% | 45 | 6%
O=C(C1CCC1)N1CC(Oc2ccccc2-c2nc(-c3cnccn3)no2)C1
    -14% | 2% | -5% | -14% | 19% | 4 | -2%
O=C(N[C@H](Cc1ccccn1)C1CC(O)C1)c1n[nH]c2c1CCCC2 (some centres undefined)
    -23% | -12% | -1% | 4% | -16% | 13 | -12%
COc1cccc2c1OCC(C(=O)N1CCC(Cn3cc(C)cn3)CC1)C2 (centres undefined)
    u | -10% | 15% | i | -10% | 12 | -2%
O=C(NCCc1ccccn1)C1CC(=O)N(c2n[nH]c3cc(Br)ccc23)C1 (centres undefined)
    -22% | u | 13% | -2% | -15% | 11 | -7%
COC[C@@H]1CN(C(=O)Cn2ccc(C)n2)C[C@H]1c1ccccn1
    i | i | 4% | u | 4% | 5 | -1%
O[C@@H]1C[C@@H](c2nnc3n2CCN(Cc2ccccc2)C3)N(Cc2cccnc2)C1
    -16% | -8% | 7%[12.5 µM] | i | -6% | 0 | -1%
Cc1nc(C2CCN(C(=O)[C@H]3CNC[C@H](C(=O)N4CCCC4)C3)CC2)n[nH]1
    -1% | i | 0% | 1% | 3% | 21 | -1%
O=C(C1CC(=O)N(c2n[nH]c3cccc(F)c23)C1)N1CCc2ccccc2C1 (centres undefined)
    -9% | u | 5% | 0% | -3% | -5 | 0%
CNC(=O)C(C)(C)N1CCC[C@H]1C(=O)NCc1ccccc1
    -30%[138 µM] | -18%[172 µM] | 3%[87.6 µM] | u | -1%[87.6 µM] | 11 | -14%[172 µM]
O=C(CSc1nccn1Cc1ccccc1)NC1CCCC1
    x | x | -1% | x | 97%[activator] | 8 | x
COc1ccc(C2NC(=O)N(CC(=O)NC(C)C)C3=C2C(=O)OC3)cc1 (centres undefined)
    i | 18% | 6% | 5% | 13% | -6 | -4%
Cc1nn(C)c(C)c1S(=O)(=O)N(CC(=O)NCCc1ccc(Cl)cc1)c1ccc(C(C)C)cc1
    x | x | -2% | x | u | 13 | x
Cc1nc2ccccn2c1C(=O)NC(C)c1cnn(-c2ccccn2)c1C (centres undefined)
    u | u | -14% | i | -18% | 38 | 1%
Nc1c(C(=O)Nc2ccc(Cl)c(C(F)(F)F)c2)sc2nc(-c3ccncc3)ccc12
    x | x | 4% | x | -11% | -2 | x
N#Cc1cccc(C(=O)NCC(=O)N2CCCCCCNC(=O)CC2c2ccccc2)c1 (centres undefined)
    4% | i | 4% | 0% | 6% | 0 | 4%
O=C(c1cccn2c(=O)c3cc(Cl)ccc3nc12)N1CCN(c2ccccc2F)CC1
    x | x | 7% | x | 12% | 1 | x
COCCN1CCOC[C@H]2CCN(C(=O)c3ocnc3C)C[C@H]21
    2% | 0% | -7% | i | 4% | 0 | -13%
CNC(=O)N1CCC(C2CCN(C(=O)c3ccccc3OC)C2)CC1 (centres undefined)
    1% | i | 4%[12.5 µM] | -9% | 33%[activator] | -3 | 1%
CC(C)NC(=O)C[C@@H]1c2nc(NC(=O)c3ccc(C(C)(C)C)cc3)sc2C[C@@H]2[C@](C)(CO)[C@H](O)CC[C@]21C
    50µM* | 40µM* | -10% | -10% | 15% | -5 | u
O[C@H]1[C@H](NCc2ccc(OC(F)(F)F)cc2)[C@H]2CO[C@H](O2)[C@@H]1N1CCC(Cc2ccccc2)CC1
    u | 45µM* | 4% | 0% | -13% | 3 | 7%
O=C(Nc1ccc(F)cc1F)C1CCN(C(=O)c2cnn(-c3ccccc3)c2-n2cccc2)CC1
    x | x | -1% | x | 11% | -5 | x
COc1cccc(-c2ccc(C(=O)NCCN[S+](=O)([O-])c3c(C)noc3C)cc2)c1
    u | u | x | x | x | -13 | x
CN1C(=O)CCc2cc(NC(=O)Cc3ccc(Cl)cc3)ccc21
    u | u | 5% | 3% | 12% | 4 | -4%
CN(CCNC(=O)C1CCN(c2cn[nH]c(=O)c2)C1)C1CCCCC1 (centres undefined)
    -12% | -7% | 0% | -14% | -6% | 10 | 0%
Cc1noc(-c2cccn3c(CNC(=O)c4c[nH]c5ccccc45)nnc23)n1
    -25% | u | -5% | i | 99%[activator] | 32 | -9%
CCc1ccc(NC(=O)C(=O)NCCc2sc3nc(-c4ccc(OC)cc4)nn3c2C)cc1
    x | x | 10% | x | 11% | 21 | x
N#Cc1ccc(CN2CCCN(S(=O)(=O)c3ccccc3)CCC(=O)NCC2)cc1
    u | -27% | 5% | i | 12% | 12 | -3%

Looked up by compound from the entries so far (six):
Screens in order: NIH3T3 tox | HEK293 tox | SNCA viab count | GPT2 inh | SNCA expr inh | IP6K1 inhibitor | FLuc inh
O=C(C1CCCN(c2cn[nH]c(=O)c2)C1)N1CCN(c2ccccn2)CC1 (centres undefined)
    -7% | 4% | 8% | i | -18% | 22 | -1%
O=C(Nc1ccccc1)N1CCC(N2CC3CCCN3C2=O)CC1 (centres undefined)
    -18%[138 µM] | 0%[172 µM] | 12%[87.6 µM] | -4%[88.5 µM] | 0%[87.6 µM] | 14 | -19%[172 µM]
O=C(N[C@H](Cc1ccccn1)C1CC(O)C1)c1n[nH]c2c1CCCC2 (some centres undefined)
    -23% | -12% | -1% | 4% | -16% | 13 | -12%
Cc1nc2ccccn2c1C(=O)NC(C)c1cnn(-c2ccccn2)c1C (centres undefined)
    u | u | -14% | i | -18% | 38 | 1%
CNC(=O)N1CCC(C2CCN(C(=O)c3ccccc3OC)C2)CC1 (centres undefined)
    1% | i | 4%[12.5 µM] | -9% | 33%[activator] | -3 | 1%
O=C(C1CC(=O)N(c2n[nH]c3cccc(F)c23)C1)N1CCc2ccccc2C1 (centres undefined)
    -9% | u | 5% | 0% | -3% | -5 | 0%

Continuation:
Screens in order: NIH3T3 tox | HEK293 tox | SNCA viab count | GPT2 inh | SNCA expr inh | IP6K1 inhibitor | FLuc inh
COCCCNC(=O)CNC(=O)c1ccc(-c2cnc3ccccc3c2)cc1
    -40% | 79µM* | x | x | x | 28 | x
CC(C)CC(=O)Nc1nnc2n1CCS2
    x | x | -5% | x | 32%[activator] | -3 | x
CCOc1ccc(CN2CC(Oc3ccccc3C(=O)NC3CC3)C2)cc1
    -27% | u | -4% | i | 0% | -21 | 4%
O=C(c1ccc(Cl)cc1)N1CCC2(CC1)N=C(c1ccccc1)NO2
    -14% | -15% | 4% | 0% | 27% | -10 | 3%
COCCN1C[C@H]2CN(C)c3ccccc3[C@@H]2N(C(=O)c2ccc(OC)cc2)CCC1=O
    -18%[46.1 µM] | u | -11%[23.9 µM] | i | -14%[25.6 µM] | 0 | x
Cc1ccc(C2=NC3(CCN(C(=O)c4ccc(C)c(F)c4)CC3)ON2)cc1
    -40% | u | u | i | 44%[activator] | -13 | u
CNC(=O)N1C[C@@H](CN(C)C)[C@H](NS(=O)(=O)c2cc(F)ccc2C)C1
    -2% | -1% | -3% | i | 23% | 2 | -14%
O=C1NC2(CCN(Cc3ccncc3)CC2)Oc2ccccc21
    u | u | -8%[87.6 µM] | 3%[88.5 µM] | 10%[87.6 µM] | 19 | 6%[172 µM]
O=C(C1CCCC1)N1CCC2(Cc3ccccc3NC2=O)C1 (centres undefined)
    -17%[138 µM] | -23%[172 µM] | 10%[87.6 µM] | -10%[88.5 µM] | 39%[activator][87.6 µM] | 4 | -14%[172 µM]
